# Bioassay records (PubChem)
# a7 integrin act: activators of alpha7 integrin expression for muscular dystrophy; alpha7betagal myoblasts, beta-gal FDG fluorescence, 48 h; hit rate 0.064% among 350,000; Potency, µM (titrated, usually from 38.3 µM), inactives show top-dose activation, usual class: activators; AID 624291;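 also: potency is read from the fitted curve at half-maximal effect; 100% = response of the positive control SU9516; nearly all actives have a fitted effect of over 60% in size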
#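 alpha7betagal+/- myoblasts (passage 13, 250/well) treated 48 h at 37C with compounds at 1:260 dilution of DMSO stock. Lysed, then beta-galactosidase activity read as FDG fluorescence (ex 480/em 540) after 30 min, with pre-read for autofluorescence.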
# Eya2 phos inh: inhibitors of human Eya2 phosphatase activity; O00167; recombinant Eya2, OMFP fluorescence dephosphorylation (OMFP is methylfluorescein phosphate); Potency, µM (doses to about 76.9 µM), inactives show at the highest dose activity, negative = inhibition, usual class: inhibitors; hit rate 0.006% among 330,000; also: potency is read from the fitted curve at half-maximal effect; % is scaled to controls: 0 for no effect and ±100 for the full control effect
# Target sequence (O00167 whole entry, looked up): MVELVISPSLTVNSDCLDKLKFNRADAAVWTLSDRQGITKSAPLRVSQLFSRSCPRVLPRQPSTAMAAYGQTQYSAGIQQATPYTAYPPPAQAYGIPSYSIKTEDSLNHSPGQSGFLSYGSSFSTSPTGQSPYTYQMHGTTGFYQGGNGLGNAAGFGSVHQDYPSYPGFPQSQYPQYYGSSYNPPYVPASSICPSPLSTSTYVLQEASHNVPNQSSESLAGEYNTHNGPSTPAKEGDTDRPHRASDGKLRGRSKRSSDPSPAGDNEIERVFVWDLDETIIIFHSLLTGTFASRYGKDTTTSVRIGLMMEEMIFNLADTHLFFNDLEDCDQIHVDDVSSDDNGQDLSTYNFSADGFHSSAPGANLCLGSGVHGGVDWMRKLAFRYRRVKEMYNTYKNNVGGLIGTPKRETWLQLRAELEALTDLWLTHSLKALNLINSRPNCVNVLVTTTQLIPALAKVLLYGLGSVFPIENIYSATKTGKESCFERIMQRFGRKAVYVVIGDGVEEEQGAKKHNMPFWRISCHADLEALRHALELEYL
#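 Eya2 (0.2 uM) preincubated 10 min at ambient with compound, then OMFP substrate added at 50 uM; 10 min reaction in 50 mM HEPES pH 7.5, 50 mM NaCl, 5 uM MgCl2, 0.05% BSA, 1 mM DTT. Fluorescence read at Ex 485/Em 525 nm.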
# Chronic BCR inh: inhibitors of chronic active B-cell receptor signaling. ABC-DLBCL IkBa-CBG/CBR reporter, luminescence ratio, 4 h. Potency, µM (series often up to 46.1 µM), inactives show top-dose ratio change, negative = lower green/red ratio, hits mostly inhibitors. AID 493014. hit rate 0.05% among 340,000; active = well fitted inhibition curve with a large enough effect in the signal ratio, with a control signal flat, not every such curve was filed as active; inconclusive = small, poorly fitted or top-dose-only effect, or effect the other way, or a change in a side signal; the % refers to the signal ratio;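 also: potency is read from the fitted curve at half-maximal effect; plate controls were basal doxycycline-induced cells for no effect and cells given 10 µM MG132 for full effect; MG132 reads +100%, hits lower the ratio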
#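 Doxycycline induced both beetle luciferases in TMD8 lymphoma cells; IKK-driven degradation limits the IkappaBalpha-fused green signal, while red luminescence normalises for cell number and nonspecific effects. Compounds tested up to 46 uM, 4 hrs.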
# S-ASM inh: human S-ASM enzyme inhibition. hit rate 0.006% among 340,000. placental ASM, HMU-PC fluorogenic substrate, 60 min. AID 504937. Potency, µM (highest dose often 57.5 µM), without a hit: at the top dose activity change, negative = inhibition, usual class: inhibitors; also: potency is read from the fitted curve at half-maximal effect
#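 Human placenta-derived ASM enzyme was preincubated with compound for 10 minutes at room temperature, then given fluorogenic substrate HMU-PC0 (9 uM final) for 60 minutes at 37 °C; a pH 10 stop preceded fluorescence reading at Ex 386/Em 447 nm.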
# ELG1 repair inh: ELG1-dependent DNA repair inhibition; HEK293T ELG1-luciferase reporter, luminescence, 16 h; DNA damage induced by 5-fluorouridine; Potency, µM (doses to about 46.1 µM), for the others: at the top dose activity change, negative = inhibition, actives largely listed as inhibitors; hit rate 2.3% among 330,000; also: potency is read from the fitted curve at half-maximal effect; % is scaled to controls: 0 for no effect and ±100 for the full control effect; nearly all actives have a fitted effect of over 55% in size
#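 In this reporter screen, reduction of luminescence relative to DMSO vehicle indicated activity. Compounds and 5-fluorouridine were added together to 2,000 cells per well, incubated for 16 hr at 37 °C, then developed with ONE-Glo.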
# Mito fusion yeast: mitochondrial division inhibition or fusion activation | hit rate 0.23% among 320,000 | S. cerevisiae fusion-defective mutant growth rescue, CellTiterGlo 48 h | Potency, µM (top dose mostly 46.1 µM), inactives show at the top dose growth rescue (activation), hits mostly activators;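 also: potency is read from the fitted curve at half-maximal effect; % of control where 0% means no effect; nearly all actives have a fitted effect of over 45% in size; temperature-sensitive fusion mutants such as fzo1-1 at 37 °C on non-fermentable ethanol glycerol medium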
#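 Yeast fusion mutant, YPEG (non-fermentable carbon), compound, 48 h at 37C non-permissive; CellTiterGlo added, 10 min RT, luminescence read. Rescued growth = division inhibition.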
# Tb PFK inh: T. brucei PFK enzyme inhibition. O15648. T. brucei PFK, ADP-Glo luminescence. Potency, µM (top dose mostly 57.5 µM), for the others: at the highest dose activity, negative = inhibition, most hits filed as inhibitors. hit rate 0.17% among 330,000. AID 485367;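 also: potency is read from the fitted curve at half-maximal effect; 0% = uninhibited 1x PFK enzyme wells and -100% = no-enzyme wells; nearly all actives have a fitted effect of over 60% in size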
#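 Luminescent ADP detection (ADP-Glo, two-step: ATP depletion then ADP-to-ATP conversion for luciferase) reported PFK activity after 45 min room-temperature reaction of 1.25 nM enzyme with 0.5 mM F6P and 0.1 mM ATP at pH 8.0.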
# TSG101-PTAP inh: blocks PTAP/TSG101 interaction to inhibit HIV-1 budding; Q99816; Fluorescence polarization, FITC-PTAP peptide / Tsg101 binding; Potency, µM (titrated, usually from 115 µM), without a hit: at the highest dose activity change, negative = inhibition, actives largely listed as inhibitors; AID 493005; 340,000 tested, under 10 active; active = well fitted inhibition curve with a large enough effect in the main read-out, with a control signal flat, not every such curve was filed as active; inconclusive = small, poorly fitted or top-dose-only effect, or effect the other way, or a change in a side signal; inactive = no such curve, though single readings can be large or run the other way; also: potency is read from the fitted curve at half-maximal effect; % of control where 0% means no effect
# Target sequence (Q99816 whole entry, looked up): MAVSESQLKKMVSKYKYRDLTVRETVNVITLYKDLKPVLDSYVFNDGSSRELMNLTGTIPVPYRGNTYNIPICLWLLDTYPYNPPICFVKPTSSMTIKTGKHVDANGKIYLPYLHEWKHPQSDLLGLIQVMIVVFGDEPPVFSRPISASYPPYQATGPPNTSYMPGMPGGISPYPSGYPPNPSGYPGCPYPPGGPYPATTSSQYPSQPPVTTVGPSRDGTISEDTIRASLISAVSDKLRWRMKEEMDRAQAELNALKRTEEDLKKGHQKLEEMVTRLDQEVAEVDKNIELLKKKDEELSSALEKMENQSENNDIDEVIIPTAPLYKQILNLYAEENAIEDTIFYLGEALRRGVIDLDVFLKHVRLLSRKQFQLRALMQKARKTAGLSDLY
#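 Tsg101 binding domain (10 uM final) was mixed with compound and a FITC-labeled PTAP peptide (50 nM final) in HEPES pH 7.5 buffer with NaCl, Tween 20, EDTA and TCEP; fluorescence polarization was read after 20 min at r.t.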
# TCR activator: T cell receptor activation. primary human leukocytes, anti-CD3, IL-2 HTRF, 48 h. Potency, µM (top dose mostly 9.22 µM), for inactives: at the top dose activation of IL-2 secretion, actives largely listed as activators. 330,000 tested, under 10 active; also: % of control where 0% means no effect
#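 IL-2 release read by HTRF sandwich (Eu cryptate donor, d2 acceptor, 665 nm emission) after 48 hr exposure of primary human leukocytes to compound together with anti-CD3 beads in the absence of co-stimulatory signals.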
# AT treatment: candidate therapy for ataxia-telangiectasia; hit rate 0.19% among 320,000; […] A-T fibroblasts, KAP-1 phosphorylation AlphaLISA; neocarzinostatin DNA damage 30 min before lysis; Potency, µM (series often up to 57.5 µM), inactives show top-dose activation, most hits filed as activators; also: potency is read from the fitted curve at half-maximal effect; % of control where 0% means no effect; nearly all actives have a fitted effect of over 45% in size
#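 hTERT-immortalized A-T patient fibroblasts ([…]), 500 cells/well in OPTI-MEM, 1% FBS, got compounds for 60 min, then NCS for 30 min at 37C. Lysates were then assayed for phospho-KAP-1 by AlphaLISA (anti-pKAP1 donor, anti-KAP1 acceptor beads), 6 hr at 25C.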
# TSHR antag: blocks TSH signaling through the human TSH receptor. hit rate 0.2% among 330,000. TSHR-expressing cells, TSH-stimulated cAMP HTRF, 2 h; active compounds read low. AID 504810. activity change, negative = inhibition, % at 11.5 µM. P16473;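 active = activity change below a set negative limit, meaning inhibition stronger than a set level, cut at about -70% in these data; inconclusive = activity change between two set negative limits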; also: % is scaled to controls: 0 for no effect and ±100 for the full control effect
#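 Cell-based HTRF cAMP assay; TSHR cells + compound, TSH EC80 (4nM final), 2 h, 37 deg C. Lysis with anti-cAMP cryptate and cAMP-d2, 30 min RT, read 665/620 nm.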
# * marks the source's active call; other numbers are inactive results; i = inactive; ? = inconclusive; / = not tested or not shown; [ ] = another dose, or the depositor's remark. Unless noted, calls follow the shape of the dose curve; as a rule, active = well fitted curve in the direction sought with a large enough effect; inconclusive = small, poorly fitted or top-dose-only effect, or another doubt; inactive = no such curve, though single readings can be large; an effect the other way counts as inactive or inconclusive.
SMILES,a7 integrin act,Eya2 phos inh,Chronic BCR inh,S-ASM inh,ELG1 repair inh,Mito fusion yeast,Tb PFK inh,TSG101-PTAP inh,TCR activator,AT treatment,TSHR antag
O=C(NCc1nnc(SCC(=O)N2CCN(c3ccccc3)CC2)o1)c1ccco1,-3%,2%,-1%,4%,-7%,-2%,12%,-1%,1%[46.1 µM],4%,4
COc1ccc(C2/C(=C(/O)c3ccccc3)C(=O)C(=O)N2C)cc1 (stereo not drawn),25%,-1%,6%,-2%,8%,1%,-14%,-2%,-1%,0%,-6
Nc1c(C(=O)NCCc2ccccc2)sc2nc(N3CCOCC3)c3c(c12)CCCC3,-18%,4%,-3%,i,-16%,18%,2%,-4%,-3%,4%,-3
O=C(Nc1ccc(F)cc1)N(CCCN1CCOCC1)Cc1cc2cc3c(cc2[nH]c1=O)OCCO3,-4%,4%,?,11%,?,0%,3%,-1%,0%,14µM*,-1
Brc1ccc(OCc2ccccc2)c(CNCC2CCCO2)c1 (stereo not drawn),-40%[inhibitor],-5%,-2%,3%,-5%,-2%,0%,-1%,6%,6%,-9
CCn1cc(/C=C(\NC(=O)c2cc(OC)c(OC)c(OC)c2)C(=O)NCCCN2CCOCC2)c2ccccc21,-38%,-18%,2%,-2%,4%,-4%,0%,-4%,4%,4%,-4
O=C(NCC(=O)N(c1ccc2c(c1)OCCO2)C(C(=O)NC1CCCC1)c1ccco1)c1ccco1 (stereo not drawn),5%,0%,10%,-1%,?,-6%,4%,-8%,-1%[46.1 µM],1%,2
CC(C)Oc1cccc(C(=O)N/N=C/c2coc3ccccc3c2=O)c1,-7%,-3%,-19%,-3%,-10%,0%,2%,-2%,-4%,-3%,2
CC1CN(S(=O)(=O)c2cc(C(=O)N(CCc3ccccc3)Cc3ccccc3)ccc2Cl)CC(C)O1 (stereo not drawn),-39%,9%,-1%,0%,23µM*,18%,-4%,-3%,-10%,0%,-5
COc1ccc(N=Cc2c(O)[nH]c3ccccc23)cc1,6%,4%,?,-4%,?,4%,-1%,-5%,6%,-3%,2
Cc1ccc(NC(=O)c2ccccc2Br)cc1S(=O)(=O)N(C)C,16%,-3%,-4%,-6%,-20%,11%,10%,-1%,6%,0%,-6
COc1ccc(C(=O)NNC(=S)NC(=O)/C=C/c2cccs2)cc1,9%,-3%,?,0%,?,-1%,0%,1%,-2%,6%,0
CCC(C)c1ccccc1N1CC(C(=O)Nc2ccc(S(=O)(=O)N3CCOCC3)cc2)CC1=O (stereo not drawn),-29%,-16%,?,-1%,10%,-1%,-6%,-3%,-4%,-14%,/
O=C(c1ccccc1)c1cccn1CC(=O)N1CCN(C2CCCCC2)CC1,2%,-9%,-3%,1%,?,3%,2%,0%,0%,-1%,6
CN(CCOc1ccc(-c2ccn(S(=O)(=O)c3cccc4ccccc34)n2)cc1)c1ccccn1,-33%,-6%,?,-3%,6%,2%,-6%,-7%,-6%,4%,-9
COc1ccc(N(CC(O)CN2C(=O)NC(C)(C)C2=O)S(=O)(=O)c2ccccc2)cc1 (stereo not drawn),0%,2%,-11%,1%,3%,-4%,2%,-12%,-1%,-3%,-3
COc1ccc(NC(=O)Cc2ccsc2)c(OC)c1,-2%,2%,-3%,2%,0%,1%,0%,-4%,-4%,1%,-6
CCc1ccccc1N(CC(=O)Nc1cccnc1)S(=O)(=O)c1ccccc1,0%,5%,?,/,?,-1%,-9%,-3%,7%,0%,13
COc1ccc(NC(=O)c2oc3ccccc3c2CSC)cn1,13%,-14%,?,-3%,-13%,-1%,1%,-5%,-1%,-10%,-7
COc1ccc(C(C)(C)NC(=O)C2CCC(=O)N(C3CC3)C2)cc1OC (stereo not drawn),24%,-1%,5%,2%,10%,1%,1%,/,-3%,18%,44
Cc1cc(S(=O)(=O)NCc2cccs2)ccc1-n1cnnn1,-14%,-15%,-1%,2%,-1%,-6%,0%,-7%,2%[46.1 µM],0%,0
O=C(Cc1ccc(Br)cc1)N1CCCCCC1,20%,4%,11%,4%,?,6%,1%,-3%,6%,3%,0
COc1ccc(S(=O)(=O)Nc2ccccc2C)cc1C(=O)N1CCOCC1,47%,-8%,13%,3%,-11%,19%,-2%,0%,0%,5%,44
CCc1nn(C(C)C(=O)NC(C)CCc2ccco2)c(=O)c2cc3occc3n12 (stereo not drawn),4%,-10%,-6%,-7%,2%,2%,-6%,-5%,-2%,-9%,0
CCOC(=O)C1CCN(Cc2nc3ccccc3c(=O)n2-c2ccc(OCC)cc2)CC1,-7%,-31%,0%,-1%,?,1%,-3%,-5%,6%,2%,3
CCOC(=O)C1=C(COC(=O)CCc2ccc(F)cc2)NC(=O)NC1C (stereo not drawn),5%,10%,0%,3%,18%,5%,-3%,-1%,0%,7%,4
Cc1cccc(Nc2nc(-c3ccccc3)cs2)n1,-9%,-5%,?,-6%,?,-10%,1%,-1%,-1%,29%,-12
O=C(CNS(=O)(=O)c1cccs1)N1CCN(c2ccccc2F)CC1,0%,-10%,4%,-4%,?,1%,1%,1%,4%,-2%,14
CN(CC(=O)NCC1CCCCC1)S(=O)(=O)c1ccc(Cl)cc1,14%,-5%,5%,-4%,0%,-4%,1%,-4%,-6%,0%,0
COc1ccc(/C=C(\NC(=O)c2ccccc2)C(=O)NCCN2CCOCC2)cc1,0%,-7%,0%,0%,10%,-2%,-2%,-3%,0%,-5%,11
COc1cc(-c2cc(C(=O)Nc3cc(S(=O)(=O)N4CCOCC4)ccc3C)c3ccccc3n2)cc(OC)c1OC,18%,-23%,1%,2%,3.7µM*,-4%,0%,3%,-6%,/,-14
CCCCn1c(SCC(=O)N2CCCC2=O)nc2cc(S(N)(=O)=O)ccc21,19%,13%,-4%,2%,?,9%,0%,-2%,5%,-3%,52
COc1ccc(NC(=O)Cc2ccc(-c3ccccc3)cc2)cn1,0%,6%,-10%,4%,?,-3%,0%,4%,2%,16%,5
O=C(/C=C/c1ccc(O)cc1)c1ccccc1,-9%,5%,?,-6%,?,6%,-26%,1%,7%,-11%,8
COc1ccc(OCC(=O)OCC(=O)NC2CCCCC2C)cc1 (stereo not drawn),36%,-3%,-4%,4%,8%,1%,-5%,-2%,-12%,-2%,-2
Cc1c(OCC(=O)N2CCC(C(=O)O)CC2)ccc2c1oc(=O)c1ccccc12,12%,?,?,44%,11%,-7%,-1%,-4%,2%,2%,-8
COC(=O)c1sc(NC(=O)c2ccco2)c(C#N)c1C,-10%,1%,5%,-1%,-2%,0%,6%,-5%,-4%,-1%,-4
CCCCn1c(SCC(=O)NCc2ccc3c(c2)OCO3)nnc1C(CC)N(C)C (stereo not drawn),29%,-9%,3%,2%,-4%,-2%,-1%,1%,-9%,5%,11
Cc1ccc(NC(=O)n2ncc3c(C)cccc32)cc1F,8%,-23%,?,0%,?,14%,-5%,-4%,0%,12%,-6
COc1cc(/C=C2\NC(=S)N(C)C2=O)ccc1OCc1ccccc1F,?,13%,2%,16%,-5%,-14%,3%,3%,16%,1%,-3
CCCC1C2C(=O)N(c3cccc(C)c3)C(=O)C2ON1c1ccccc1 (stereo not drawn),23%,-6%,-10%,0%,11%,-1%,-13%,-2%,4%,-5%,-4

# Arranged by value in Mito fusion yeast (smallest number first): some entries from above.
Compound | Mito fusion yeast
O=C(CNS(=O)(=O)c1cccs1)N1CCN(c2ccccc2F)CC1 | 1%
CCc1nn(C(C)C(=O)NC(C)CCc2ccco2)c(=O)c2cc3occc3n12 (stereo not drawn) | 2%
COc1ccc(S(=O)(=O)Nc2ccccc2C)cc1C(=O)N1CCOCC1 | 19%
